# Tn7 DDE FP: disrupts Tn7 cyclic peptide binding to fibrin D-Dimer-E complex; P02675; FP displacement of FITC-Tn7 peptide from fibrin DD(E); 0% = median of compound wells per plate; inhibition, % at 8.3 µM; 370,000 tested, 0.13% active; AID 720508;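 active = inhibition above the mean of compounds falling within the control limits plus 3 SD of them, cut at about 14% in these data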;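 also: 0% = plate median of compound wells and 100% = 10 µM Aha-Tn7 peptide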
#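 Assay system: Fibrin-DD(E) protein isolated from polymerized human fibrin clots; read-out basis: percent inhibition; medium: Tris/NaCl/CaCl2 buffer, pH 7.8; signal: FP measurement; incubation: 10 min plus 3 h, room temperature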
# ASAP1 inh: blocks human ASAP1-stimulated Arf1 GTP hydrolysis; Q9ULH1; GDP FP detection; inhibition, % at 16.5 µM; 360,000 tested, 0.19% active; AID 624377; in the data active = inhibition above about 25%;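 also: 0% = vehicle with enzyme and substrate and 100% = no enzyme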
# PLC-gamma1 inh: inhibitors of human phospholipase C gamma1. 370,000 tested, 0.84% active. inhibition, % at 12.2 µM. P19174. purified PLC-gamma1, fluorogenic substrate, fluorescence; in the data active = inhibition above about 9.5%
# KLK7 zymogen act: activators of human kallikrein-7 zymogen; P49862; purified proKLK7, EDANS-DABCYL substrate fluorescence; 100% is mature enzyme control, 0% vehicle; activation, % at 7 µM; 370,000 tested, 0.9% active; AID 652039;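 active = activation above the mean of all tested compounds plus 3 SD, computed per campaign excluding outliers beyond control limits, cut at about 13% in these data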
# Target sequence (P49862 whole entry, looked up): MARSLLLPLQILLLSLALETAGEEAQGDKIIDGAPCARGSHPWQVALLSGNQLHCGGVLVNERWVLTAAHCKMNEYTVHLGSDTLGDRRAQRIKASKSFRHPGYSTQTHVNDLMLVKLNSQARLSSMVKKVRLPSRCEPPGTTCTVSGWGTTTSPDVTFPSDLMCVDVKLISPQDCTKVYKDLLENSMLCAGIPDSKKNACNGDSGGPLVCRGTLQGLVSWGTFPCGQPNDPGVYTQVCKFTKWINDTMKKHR
# ADAM10 inh: inhibitors of human ADAM10; inhibition, % at 7 µM; recombinant ADAM10, EDANS/DABCYL FRET peptide cleavage, 3 h; 370,000 tested, 0.62% active; O14672;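 active = inhibition above a per-campaign cutoff equal to the mean of compounds falling between control-based bounds plus 3 SD, cut at about 20% in these data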;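 also: 0% = DMSO wells while the 100% control is not disclosed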
# ARFGAP1 inhibitor: inhibitors of rat ARFGAP1; Q62848; Arfgap1-stimulated ARF1 GTP hydrolysis, GDP FP detection; inhibition, % at 16.5 µM; 360,000 tested, 0.26% active; AID 651572;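 active = inhibition above a per-plate limit, mean inhibition of low control wells plus 3 SD, cut at about 25% in these data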;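 also: 0% = DMSO wells with enzyme and 100% = wells lacking Arfgap1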
# Target sequence (Q62848 1-136 limits assumed): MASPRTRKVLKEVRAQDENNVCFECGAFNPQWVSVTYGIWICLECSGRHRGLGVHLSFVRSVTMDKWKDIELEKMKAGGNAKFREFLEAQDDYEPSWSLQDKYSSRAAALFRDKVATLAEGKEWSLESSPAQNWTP
#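 System: truncated rat Arfgap1 GAP domain / Benchmarks: high control wells lacking Arfgap1, low control full reaction with DMSO / Times: compound-enzyme preincubation 20 min, reaction 120 min, detection 60 min, 25 °C / Repeats: one replicate per compound / Also added: human ARF1(Δ1-17)-GTP substrate / Measured by: Tracer-displacement fluorescence polarization with EDTA stop, 620/688 nm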
# LEDGF integ inh: blocks HIV-1 LEDGF/p75-dependent DNA integration; TR-FRET IN-LEDGF/p75 DNA integration, Eu/Cy5; inhibition, % at 3.7 µM; 370,000 tested, 0.64% active; AID 743269;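 active = inhibition above the screen-wide mean plus 3 SD, cut at about 13% in these data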;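 also: signal is the Cy5 over europium emission ratio at 671 and 618 nm; 0% = plate median of compound wells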
# Tn6 DDE FP: disrupts Tn6 cyclic peptide binding to fibrin D-Dimer-E complex | 370,000 tested, 0.21% active | P02675 | inhibition, % at 8.3 µM | AID 720509 | Fibrin DD(E) TRITC-Tn6 fluorescence polarization displacement;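 active = inhibition above a per-campaign cutoff: mean of compounds within control limits plus 3 SD, cut at about 15% in these data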;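 also: 0% = median of all compound wells on the plate and 100% = blocking peptide control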
# TDP2 inh: blocks human TDP2 phosphodiesterase activity. O95551. recombinant TDP2, T5PNP hydrolysis, p-nitrophenol absorbance 415 nm. inhibition, % at 12.8 µM. 370,000 tested, 0.34% active. AID 720702;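 active = inhibition above the mean of all tested compounds plus 3 SD, set per campaign, cut at about 25% in these data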;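 also: 0% = DMSO with enzyme and 100% = buffer with substrate but no TDP2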
#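 Test system: Human TDP2 enzyme | Reagent: 5 mM T5PNP | Compound dosing: 12.8 µM single point, 1% DMSO | Incubation: Enzyme reaction with compound for 2 h at 37 °C | Technique: p-Nitrophenol epi absorbance | Read-out: % inhibition relative to enzyme-containing and enzyme-free wells | Benchmarks: High control without enzyme, low control DMSO plus TDP2 | Replicates: Singlicate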
# ADAM17 inh: inhibits human ADAM17; P78536; recombinant ADAM17, EDANS/DABCYL FRET peptide cleavage; inhibition, % at 6.95 µM; 370,000 tested, 0.83% active;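 active = inhibition above the mean of compounds lying between control limits plus 3 SD, set per campaign, cut at about 8.5% in these data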;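 also: 0% = DMSO-only wells as the low control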
# Target sequence (P78536 215-824 limits assumed): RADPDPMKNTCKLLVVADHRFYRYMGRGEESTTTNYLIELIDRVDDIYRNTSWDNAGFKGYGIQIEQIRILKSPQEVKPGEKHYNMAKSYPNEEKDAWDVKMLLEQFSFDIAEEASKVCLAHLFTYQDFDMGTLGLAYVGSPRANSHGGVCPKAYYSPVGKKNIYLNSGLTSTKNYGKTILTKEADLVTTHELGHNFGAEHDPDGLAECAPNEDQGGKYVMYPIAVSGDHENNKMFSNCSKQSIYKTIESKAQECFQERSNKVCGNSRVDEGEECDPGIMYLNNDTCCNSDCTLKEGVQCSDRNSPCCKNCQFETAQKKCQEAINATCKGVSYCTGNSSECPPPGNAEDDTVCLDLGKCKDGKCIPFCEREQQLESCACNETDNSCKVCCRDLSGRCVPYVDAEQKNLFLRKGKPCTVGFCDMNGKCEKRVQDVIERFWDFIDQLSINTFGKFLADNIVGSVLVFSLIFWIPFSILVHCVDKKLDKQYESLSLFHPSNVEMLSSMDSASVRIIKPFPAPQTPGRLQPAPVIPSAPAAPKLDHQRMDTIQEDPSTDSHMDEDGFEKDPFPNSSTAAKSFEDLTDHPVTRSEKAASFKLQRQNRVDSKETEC
# Numbers without * were called inactive; i = inactive; · = not tested or not shown.
SMILES,Tn7 DDE FP,ASAP1 inh,PLC-gamma1 inh,KLK7 zymogen act,ADAM10 inh,ARFGAP1 inhibitor,LEDGF integ inh,Tn6 DDE FP,TDP2 inh,ADAM17 inh
COc1ccccc1/C=C/C(=O)NC(=S)N(C)C1CCCCC1,1.2,-14.6,-0.1,4.6,-18.8,-8.3,-3.4,6.0,-4.8,-3.1
COc1ccc(N2CCN(C(=O)c3cc4c(-c5cccc(OC)c5)nn(C)c4s3)CC2)cc1,-7.1,-1.0,2.2,-1.9,11.0,10.9,-0.1,10.5,-14.1,7.0
COc1ccc(CCNC(=O)CSc2ccsc2[N+](=O)[O-])c(OC)c1,2.3,1.1,2.5,-0.3,2.0,-3.7,-0.1,3.0,7.7,1.3
CCOC(=O)C1(Cc2cccc(F)c2)CCN(C(=O)c2ccoc2C)CC1,-9.1,-0.8,-2.1,0.3,-5.4,-4.0,2.5,0.2,5.7,-0.8
O=C(CCCn1c(SCC(=O)NCCc2ccccc2)nc2ccccc2c1=O)NCC1CCCO1 (configuration not stated),-7.5,9.3,-0.4,0.2,-1.4,8.1,1.4,0.7,8.6,-1.6
O=C(O)c1cccc2c1C(=O)N(CC1CCCO1)C2 (configuration not stated),4.9,8.8,3.2,0.5,-3.3,-8.6,1.8,8.3,-12.3,2.2
CSc1ccccc1C(=O)Nc1cccc(C(C)=O)c1,4.4,15.8,1.9,-0.4,-3.4,-2.8,4.2,6.1,-5.8,-1.2
CN1CCN(c2oc(/C=C/c3ccccc3)nc2C#N)CC1,3.5,-2.8,-24.9,0.9,-112.5,-7.0,0.0,-9.6,4.6,-45.0
Cc1cc(C)nc(Nc2nc3ccccc3[nH]2)n1,1.2,-1.8,13.5*,0.8,10.7,2.9,0.3,-2.9,-20.9,6.2
CC(C)(C)c1ccc(C#C[C@@H]2C=C[C@H]3OC(=O)CC/C=C/CCC(=O)OC[C@H]3O2)cc1,5.1,-4.8,-0.6,0.5,-12.7,7.3,0.0,0.3,-5.8,-2.0
Nn1c(SCC(=O)Nc2ccc3c(c2)OCO3)nnc1C1CC1,-0.1,-9.4,5.3,0.4,9.5,14.1,1.1,-1.2,-9.2,-4.7
O=C(Nc1nc2ccccc2n1CCN1CCCCC1)c1ccco1,-0.4,-7.0,-10.3,0.6,-0.2,1.2,-0.3,-1.8,3.6,-3.5
CSc1nc(NCCOCCO)c2sc3nc(-c4ccco4)c4c(c3c2n1)CCC4,-8.8,6.6,-140.7,-3.8,-87.4,-10.0,26.3*,-7.0,-10.2,-25.4
COc1cccc(-c2cc(C(F)(F)F)n3ncc(S(=O)(=O)c4ccccc4)c3n2)c1,-8.1,2.0,-5.1,0.0,2.5,12.3,-4.3,-5.2,8.2,-7.3
CCN(CC(=O)Nc1ccc(NC(C)=O)cc1)C(=O)c1cc(-c2ccccc2)nn1-c1ccccc1,0.0,-5.8,-2.4,0.5,2.5,3.6,-5.7,-1.6,-5.5,0.7
O=C(Nc1ccc(Cl)cc1)Nc1cccc(C(=O)O)c1,6.3,-5.2,2.4,-0.6,-6.5,-6.6,-2.2,-0.9,-0.3,-4.9
Cc1cc(C(=O)COC(=O)C(C)NC(N)=O)c(C)n1Cc1ccco1 (configuration not stated),-4.3,-3.9,-0.6,-0.2,2.5,2.2,5.7,1.2,3.5,5.0
CC[C@](C)(O)c1cc2ccccc2c(=O)o1,-2.7,2.3,1.5,-0.3,-2.2,-8.9,-0.7,-2.5,11.4,-0.9
O=C(c1ccccc1)N1CCN(C(=O)c2ccc(OC(F)(F)F)cc2)CC1,3.2,-6.8,2.6,-0.5,10.7,-3.8,5.2,-0.4,-6.7,3.5
CCCCCCN1C(=O)C(O)=C(C(C)=O)C1c1ccc(Cl)cc1 (configuration not stated),-3.9,-10.2,-0.3,-0.4,9.4,-2.5,-5.1,-1.4,-1.2,2.2
O=C(O)C1CCCCC1C(=O)Nc1ccc(S(=O)(=O)N2CCCC2)cc1 (configuration not stated),3.2,-6.6,6.6,0.2,7.2,0.5,3.8,3.5,3.5,2.7
CCc1nc2ccc(C(=O)N(C)C(C)C)cn2c1N(CC)Cc1cccc(Br)c1,-5.6,8.0,-8.0,0.6,3.6,2.2,1.3,-5.0,-1.3,1.6
Cc1ccnc(SCCn2c(N3CCC(C)CC3)nc3c2c(=O)n(C)c(=O)n3C)n1,-3.4,-13.2,1.3,-0.6,1.4,8.7,-1.5,5.4,5.1,-0.6
COc1c(C)cc(Br)cc1C(=O)Nc1ccccc1C,2.5,1.0,4.7,-0.4,0.8,3.5,3.1,-7.1,15.1,-4.2
CC1(C)NC(=O)N(CCSc2ccc(Cl)cc2)C1=O,-0.2,7.9,1.5,-0.5,-1.5,6.0,-1.2,-8.2,5.5,-0.4
Cc1cccc(CN2CCN(c3ccccn3)CC2)c1,-6.2,0.2,-1.8,-0.2,-5.8,4.9,1.1,-2.3,8.7,-2.2
Cc1cccc(S(=O)(=O)N2CN(Cc3ccco3)c3nc4ccccc4nc32)c1,-7.8,3.3,-44.5,1.2,-171.9,-11.1,0.9,5.4,4.8,-51.9
CCOC(=O)CCC(NC(=O)c1ccc(NCN2C(=O)CCC2=O)cc1)C(=O)OCC (configuration not stated),7.4,-6.5,0.3,-0.7,5.2,-1.1,2.3,-6.6,-19.7,2.3
CC(O)[C@H]1CC[C@H]2[C@@H]3CC[C@H]4C[C@@H](O)CC[C@]4(C)[C@H]3/C(=N/O)C[C@]12C (some centres not stated),1.0,9.7,-0.3,0.9,1.7,10.7,-1.3,-6.2,7.7,0.8
Cc1nc2ccc(N3C(=O)CCC3=O)cc2[nH]1,3.0,-2.2,-0.1,-0.7,-11.5,-9.8,0.5,-4.9,0.8,-6.1

# 4 entries from above, ordered by number of heavy atoms, lowest first:
SMILES,Tn7 DDE FP,ASAP1 inh,PLC-gamma1 inh,KLK7 zymogen act,ADAM10 inh,ARFGAP1 inhibitor,LEDGF integ inh,Tn6 DDE FP,TDP2 inh,ADAM17 inh
Cc1cccc(CN2CCN(c3ccccn3)CC2)c1,-6.2,0.2,-1.8,-0.2,-5.8,4.9,1.1,-2.3,8.7,-2.2
CN1CCN(c2oc(/C=C/c3ccccc3)nc2C#N)CC1,3.5,-2.8,-24.9,0.9,-112.5,-7.0,0.0,-9.6,4.6,-45.0
CCOC(=O)C1(Cc2cccc(F)c2)CCN(C(=O)c2ccoc2C)CC1,-9.1,-0.8,-2.1,0.3,-5.4,-4.0,2.5,0.2,5.7,-0.8
CCc1nc2ccc(C(=O)N(C)C(C)C)cn2c1N(CC)Cc1cccc(Br)c1,-5.6,8.0,-8.0,0.6,3.6,2.2,1.3,-5.0,-1.3,1.6

# Continued.
SMILES,Tn7 DDE FP,ASAP1 inh,PLC-gamma1 inh,KLK7 zymogen act,ADAM10 inh,ARFGAP1 inhibitor,LEDGF integ inh,Tn6 DDE FP,TDP2 inh,ADAM17 inh
N#C/C(=C\c1cc2c(cc1Br)OCO2)C(=O)NCC1CCCO1 (configuration not stated),-2.9,-10.0,-0.6,-0.7,0.8,-6.1,3.6,0.2,3.7,0.5
CCC1CCc2sc(C(=O)Nc3cc(S(=O)(=O)N4CCOCC4)ccc3OC)cc2C1 (configuration not stated),-5.5,·,-8.4,·,3.6,·,4.2,-10.3,1.1,0.8
COc1cccc(N2CCN(c3ncccn3)CC2)c1,0.7,0.5,0.5,0.2,2.9,6.9,5.2,2.5,-6.8,-4.7
COc1ccc(CC(=O)Nc2nc3ccccc3[nH]2)cc1,3.5,11.0,-0.1,-0.6,9.1,3.2,4.0,1.0,-0.9,-2.0
O=C(Nc1ccc(NC(=O)c2ccc(Cl)cc2Cl)cc1)c1cccs1,3.9,-0.3,9.0,1.9,-10.3,12.5,1.3,-1.9,-12.6,-4.3
CCCCCc1c(C)nc(N2CCN(Cc3ccc4c(c3)OCO4)CC2)[nH]c1=O,1.7,4.7,5.2,0.3,-0.1,-2.0,6.7,-1.1,-6.2,0.1
COc1ccc(NC(=O)C(Cc2cc(C)cc(C)c2)C(C)C(=O)O)cc1 (configuration not stated),-4.0,6.0,-0.4,0.1,-6.7,-3.0,-2.4,0.0,-0.8,1.6
C=CCC[C@@H](Cc1ccc(F)cc1)C(=O)OC[C@@H](C)NC(=O)[C@@H](CC=C)CC(=O)N[C@H](CO)Cc1ccccc1,1.2,-7.2,0.3,0.3,6.2,-2.8,-1.1,-1.8,-3.5,4.8
Cc1nc(-c2cccc3ccccc23)ccc1C(=O)O,3.7,-10.8,-23.7,0.9,-33.8,-9.0,-1.4,2.8,5.1,-11.5
O=C1CC(c2cccs2)Sc2nc3ccccc3n21 (configuration not stated),-2.0,8.0,2.1,0.1,2.1,1.7,-1.2,-5.9,2.9,-2.6
CCN(C(=O)COC(=O)c1ccc(Cl)cc1N)C1CCCCC1,11.2,-3.0,-48.7,0.6,-323.3,14.3,-5.4,3.9,-0.9,-114.4
CC1CN(c2nnnn2-c2ccccc2)CC(C)O1 (configuration not stated),0.8,-0.8,2.1,-0.2,-1.3,0.1,3.0,-0.5,0.7,-3.9
CCCNC(=O)CN1CCN(c2cc3ccccc3c(Cl)n2)CC1,3.7,-7.7,-12.2,-0.2,-7.5,-7.9,8.7,6.1,8.0,-0.8
Nc1nnc(SCC(=O)N2CCN(Cc3ccccc3)CC2)s1,-4.8,0.6,-1.2,0.2,0.8,-2.3,1.9,-5.5,-1.6,-4.3
Cc1cc(-c2ccccc2)nc2cc(C(=O)N(Cc3ccccc3)Cc3ccccc3)nn12,0.8,-2.9,i,-34.7,-99.0,0.1,4.7,-12.6,-15.9,-52.6
Cn1ncc(N2CCN(S(=O)(=O)c3ccc(Br)cc3)CC2)c(Cl)c1=O,9.7,-15.1,-1.6,-0.1,7.9,1.1,-1.8,1.4,6.2,0.2
CC(c1ccccc1)N1C(=O)C2C3C=CC(C4CC34)C2C1=O (configuration not stated),-4.9,-6.7,2.8,-0.1,3.4,1.4,0.5,2.5,-7.2,-0.4
O=S1(=O)N[C@@H](Cc2ccccc2)COc2cccc(N3CCCCC3)c21,11.2,-9.4,-1.2,-0.2,-2.4,12.7,-1.4,1.9,-4.3,1.7
Cc1ccc(CNC(=O)/C=C/[C@H]2O[C@@H](n3cc(C)c(=O)[nH]c3=O)C[C@@H]2O)o1,-2.4,11.6,-2.0,-0.6,-7.1,-15.0,-1.0,-2.3,2.9,-3.3
CCC(C)c1cc(S(=O)(=O)N2CCOCC2)ccc1OC (configuration not stated),-1.6,5.3,0.9,0.2,2.7,-6.6,-1.0,5.7,8.6,-3.2

# Assay outcomes: PubChem, The Scripps Research Institute Molecular Screening Center

# Compounds were not picked by outcome. About 4.2% of those tested had a hit in this group.
